# Compound activity: PubChem BioAssay, several laboratories
# PERK inhibitor: blocks human PERK kinase; CHO PERK-DD fusion, SEAP luminescence translation reporter; inhibition, % at 5.6 µM; 220,000 compounds, 0.17% hits;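 active means inhibition above the mean inhibition of all tested compounds plus 3 SD, set separately per screening campaign, cut at about 2.9% in these data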;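 further: PERK kinase domain activated by AP20187 dimerizer at 100 nM; 0% = DMSO with dimerizer and 100% = rapamycin at 8.4 µM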
# Target sequence (Q9NZJ5 whole entry, looked up, the tested form may be a part): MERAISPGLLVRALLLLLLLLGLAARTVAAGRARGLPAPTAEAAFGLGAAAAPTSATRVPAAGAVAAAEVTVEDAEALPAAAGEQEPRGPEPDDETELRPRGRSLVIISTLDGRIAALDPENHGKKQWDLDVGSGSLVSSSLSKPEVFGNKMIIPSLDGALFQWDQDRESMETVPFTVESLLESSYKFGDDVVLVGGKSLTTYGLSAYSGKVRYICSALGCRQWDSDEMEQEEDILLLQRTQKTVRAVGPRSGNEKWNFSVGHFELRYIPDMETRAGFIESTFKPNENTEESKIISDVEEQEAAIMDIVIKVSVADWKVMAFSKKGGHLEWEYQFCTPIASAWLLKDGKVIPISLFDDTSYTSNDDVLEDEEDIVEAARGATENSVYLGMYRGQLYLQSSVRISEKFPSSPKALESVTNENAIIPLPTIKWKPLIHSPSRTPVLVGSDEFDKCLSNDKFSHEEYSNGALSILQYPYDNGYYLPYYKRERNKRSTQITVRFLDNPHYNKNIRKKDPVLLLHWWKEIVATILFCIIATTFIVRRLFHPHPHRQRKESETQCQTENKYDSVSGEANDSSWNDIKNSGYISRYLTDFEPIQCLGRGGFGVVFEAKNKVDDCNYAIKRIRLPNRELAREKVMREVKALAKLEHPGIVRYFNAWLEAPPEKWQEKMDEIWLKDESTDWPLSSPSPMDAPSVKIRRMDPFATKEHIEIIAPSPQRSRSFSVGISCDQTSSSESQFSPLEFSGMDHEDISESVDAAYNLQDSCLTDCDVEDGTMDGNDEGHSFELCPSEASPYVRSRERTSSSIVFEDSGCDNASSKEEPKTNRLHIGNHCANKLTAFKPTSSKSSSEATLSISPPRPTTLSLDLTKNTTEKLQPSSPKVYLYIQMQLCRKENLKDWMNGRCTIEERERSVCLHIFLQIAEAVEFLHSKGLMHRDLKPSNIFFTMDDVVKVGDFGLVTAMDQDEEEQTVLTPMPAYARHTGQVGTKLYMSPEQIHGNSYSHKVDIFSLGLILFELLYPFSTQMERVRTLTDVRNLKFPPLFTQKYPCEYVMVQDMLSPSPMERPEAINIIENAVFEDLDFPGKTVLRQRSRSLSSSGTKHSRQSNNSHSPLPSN
# TRPML3 agonist: agonists of human TRPML3 channel; Q8TDD5; HEK293 TRPML3-YFP, Fluo-8 calcium fluorescence; 100% = the carbachol control signal; activation, % at 3 µM; 220,000 compounds, 0.29% hits; AID 1448;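 active means activation above its plate's cutoff, the mean activation of the plate's test wells plus 3 SD, cut at about 12% in these data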;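 further: 0% = DMSO only wells and 100% = carbachol wells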
#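 Test system: HEK293 cells stably carrying human TRPML3-YFP; Doses: single dose, 3 µM final nominal compound, 0.3% DMSO final; Schedule: dye loading 1 h 37 °C then 30 min ambient, 125 s read; Technique: Fluo-8 calcium fluorescence; Benchmarks: high control carbachol 87 µM, low control DMSO.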
# TRPN1 ag: zebrafish TRPN1 (NompC) channel agonism; HEK293 zebrafish TRPN1-YFP, Fluo-8 calcium fluorescence; 100% = response to 87 µM carbachol; activation, % at 3 µM; 220,000 compounds, 0.18% hits; AID 1424;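 active means activation above its plate's cutoff, the mean activation of test wells on that plate plus 3 SD, cut at about 19% in these data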;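 further: 0% = DMSO alone and 100% = 87 µM carbachol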
#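 Control set: carbachol 87 µM as high control, DMSO as low control; system: HEK293 stable line with zebrafish TRPN1-YFP; read-out: % activation versus carbachol response; detection: intracellular calcium fluorescence with Fluo-8; doses: single test compound dose, 3 µM nominal, 0.3% DMSO; schedule: dye 1 h 37 °C plus 30 min RT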
# Ba/F3 V617F tox: loss of viability in JAK2V617F-driven Ba/F3 cells; AID 1446; Ba/F3 EpoR-JAK2V617F viability, ATP luminescence; inhibition, % at 5.6 µM; 220,000 compounds, 1.1% hits;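 active means inhibition above the campaign mean plus 3 SD over all tested compounds, cut at about 24% in these data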;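 further: cytokine-independent growth of Ba/F3 cells driven by EpoR plus mutant JAK2; 0% = DMSO-treated cells and 100% = JAK inhibitor I control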
# m-calpain inh: blocks pig calpain II enzyme activity; inhibition, % at 16 µM; 220,000 compounds, 0.37% hits; purified calpain II, fluorogenic peptide substrate, 30 min; AID 1236;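 active means inhibition above about 50%, limit read from the data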
# BaF3 parental: counter-screen for JAK2V617F inhibitors: parental Ba/F3 viability inhibitors | AID 1486 | CellTiter-Glo ATP luminescence | inhibition, % at 5.6 µM | 220,000 compounds, 1.1% hits;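 active means inhibition above a per-campaign cutoff, the mean inhibition of all tested compounds plus 3 SD, cut at about 27% in these data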;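 further: 0% = DMSO wells and 100% = JAK Inhibitor I control wells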
# S1P4 ag: activates the human S1P4 receptor; activation, % at 4.98 µM; O95977; 220,000 compounds, 0.35% hits; S1P4-expressing cell line, agonist reporter assay; AID 1509; in the data active means activation above about 11%;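 further: 0% = DMSO vehicle and 100% = reference agonist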
# EP2 modulator: EP2 receptor (human) modulation. P43116. EP2-expressing cells, cAMP HTRF FRET, PGE2 co-stimulation. induction, % at 25 µM. 260,000 compounds, 0.83% hits. AID 940;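 active means compounds whose cAMP rise, as percent of the full-agonist control response, exceeds 60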;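 further: rat C6 glioma line stably carrying human EP2 under a CMV promoter; the protocol text gives 20 µM as final concentration; 100% = response of wells given 1 µM PGE2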
# S1P4 antag: blocks the human S1P4 receptor; O95977; S1P4-expressing cells, antagonist mode, reporter read-out; inhibition, % at 4.98 µM; 220,000 compounds, 0.26% hits; in the data active means inhibition above about 29%;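 further: 0% = wells stimulated with agonist and 100% = vehicle wells without agonist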
# * marks the source's active call; other numbers are inactive results; & = joins results of further samples.
[1] N=C(N)SCc1ccc(O)c([N+](=O)[O-])c1
[2] N#CCCN(Cc1cccnc1)S(=O)(=O)c1ccc(S(=O)(=O)NC2CCCCC2)cc1
[3] O=C(Nc1ccc2c(c1)OCO2)N1CCN(S(=O)(=O)c2ccc(Cl)cc2)CC1
[4] c1ccc(OCc2nn3c(-c4ccco4)nnc3s2)cc1
[5] Cc1ccc(NC(=S)NCCc2ccc(F)cc2)c(C)c1
[6] O=C(c1nsc(Cl)c1Cl)N1CCCCC1
[7] Fc1cccc(Cc2noc(CN3CCCCC3c3ccccn3)n2)c1 (centres undefined)
[8] Cc1csc2nc(CNC(=O)C3CCCCC3)cn12

Compound	1	2	3	4	5	6	7	8
PERK inhibitor	-0.3	0.4	0.0	0.5	-0.2	0.8	0.5	-0.2
TRPML3 agonist	0.1	0.6	-0.3	0.5	-0.9	0.3	-0.1	-0.1
TRPN1 ag	-0.4	-0.9	-0.8	-0.9	-0.7	0.1	-1.1	-0.1
Ba/F3 V617F tox	-1	-3	-7	-1	1	-5	-4	-3
m-calpain inh	-12	21	-22	-1	10	-23	-25	-32
BaF3 parental	-3	0	1	2	6	1	-1	4
S1P4 ag	0.5	0.7	-1.0	0.8	-0.7	-1.0	1.2	0.4
EP2 modulator	18	-20	3	6	-5	10	3	-9
S1P4 antag	-2	-5	-16	-24	-8	6	5	-3

[9] COCCn1c(SCCCC(=O)c2ccc(Br)cc2)nnc1-c1ccncc1
[10] COC(=O)c1ccccc1NC(=S)N(Cc1ccc2c(c1)OCO2)Cc1cc2ccc(C)cc2[nH]c1=O
[11] COC(=O)c1cnn(-c2ccccc2)c1/C=N/NC(=S)Nc1ccccc1
[12] CCOc1cc(CN2CCN(c3cccc(C(F)(F)F)c3)CC2)ccc1O
[13] CCCCc1cc(=O)oc2cc(C)cc(O)c12
[14] CC(=O)Nc1ccccc1C(=O)C(=O)Nc1ccc(C)c(C)c1
[15] COc1ccc(N2CCN(C(=O)CN=C3NS(=O)(=O)C(c4ccc(C)cc4)=C3C)CC2)cc1
[16] CCOC(=O)c1cnc(Nc2nc3ccccc3o2)nc1CSC(=S)N1CCCCC1

Compound	9	10	11	12	13	14	15	16
PERK inhibitor	-0.8	-1.2	-0.3	-0.2	0.2	-1.0	-0.2	0.5
TRPML3 agonist	3.2	0.3	0.3	-0.9	11	0.3	1.6	0.2
TRPN1 ag	7.5	-0.4	-0.1	-1.9	15	0.7	0.7	-0.6
Ba/F3 V617F tox	1	-3	-1	4	1	7	-2	-3
m-calpain inh	-17	-66	-4	9	13	31	-16	-19
BaF3 parental	10	-3	0	3	2	13	0	-1
S1P4 ag	-1.5	-1.9	0.1	0.2	1.7	-0.9	-1.1	-1.5
EP2 modulator	23	0	24	48	5	-53	15	5
S1P4 antag	1	-7	-3	-26	-9	12	12	-1

[17] COC(=O)C1=C(C)Nc2c(c(=O)n(C)c(=O)n2C)C1c1ccc(C)cc1 (centres undefined)
[18] O=C(O)CN1C(c2ccccc2)=Nc2ccc(Br)cc2C1c1ccccc1 (centres undefined)
[19] NC(=O)CSc1ccc(F)cc1
[20] CCn1c(C)c(CCC(=O)O)c(=O)n2nc(-c3ccccc3OC)cc12
[21] N#C/C(=C/c1ccc([N+](=O)[O-])cc1)C(=O)Nc1ccccc1O
[22] O=C1OCCC1Sc1nc2cc(Cl)ccc2n1Cc1ccccc1 (centres undefined)
[23] COC(=O)c1ccc(Cl)cc1NC(=O)/C=C/c1ccc(C)o1
[24] COc1cc2ccccc2c2c1CCCC2=O

Compound	17	18	19	20	21	22	23	24
PERK inhibitor	0.7	0.8	0.5	0.3	0.2	1.5	0.2	-0.3
TRPML3 agonist	0.8	1.1	0.1	0.0	-0.2	-0.3	-0.7	0.5
TRPN1 ag	-1.8	0.8	-0.2	-0.8	-0.2	-0.3	-0.7	0.5
Ba/F3 V617F tox	-4	-2	-4	-3	0	0	0	1
m-calpain inh	-7	-1	8	-166	14	9	-36	19
BaF3 parental	-1	8	-2	1	13	5	5	2
S1P4 ag	0.7	0.7	-2.3	0.1	0.2	-2.6	0.8	-3.1
EP2 modulator	-6	5	-10	13	-77	-10	17	18
S1P4 antag	-32	-8	-3	8	-10	8	-16	4

# Structural class, those above with fluorine
[5] Cc1ccc(NC(=S)NCCc2ccc(F)cc2)c(C)c1
[7] Fc1cccc(Cc2noc(CN3CCCCC3c3ccccn3)n2)c1 (centres undefined)
[12] CCOc1cc(CN2CCN(c3cccc(C(F)(F)F)c3)CC2)ccc1O
[19] NC(=O)CSc1ccc(F)cc1

Compound	5	7	12	19
PERK inhibitor	-0.2	0.5	-0.2	0.5
TRPML3 agonist	-0.9	-0.1	-0.9	0.1
TRPN1 ag	-0.7	-1.1	-1.9	-0.2
Ba/F3 V617F tox	1	-4	4	-4
m-calpain inh	10	-25	9	8
BaF3 parental	6	-1	3	-2
S1P4 ag	-0.7	1.2	0.2	-2.3
EP2 modulator	-5	3	48	-10
S1P4 antag	-8	5	-26	-3

# (further entries)
[25] Cc1cc(C(=O)COc2ccccc2Cl)c(C)n1-c1ccc2c(c1)OCO2
[26] COc1ccc(NC(=O)C2CCC(N3C(=O)C4C5C=CC(C5)C4C3=O)CC2)cc1 (centres undefined)
[27] CCN(CC)S(=O)(=O)c1cccc(N2CC(O)=C(c3ccccc3)C2=N)c1
[28] Cc1cccc(-n2c(O)c(C=Nc3cccc(O)c3)c3ccccc3c2=O)n1
[29] Cc1ccc2c(c1)-c1c(ssc1=S)C(C)(C)N2C(=O)c1ccco1
[30] CCOC(=O)c1ccc(NC(=O)CCNC(=O)c2ccc([N+](=O)[O-])cc2)cc1
[31] Cc1ccc2[nH]c3c(NCCCN4CCCC4=O)ncnc3c2c1
[32] COCC(C)NC(=O)C1CC(=O)N(c2ccc(C)cc2)C1 (centres undefined)

Compound	25	26	27	28	29	30	31	32
PERK inhibitor	0.2	-0.7	0.1	-1.1	0.4	0.8	-0.2	1.5
TRPML3 agonist	0.0	0.7	0.7	1.3	-0.1	0.1	0.4	-0.1
TRPN1 ag	0.1	-1.1	-0.1	3.9	0.9	0.5	1.1	1.0
Ba/F3 V617F tox	10	-1	0	2	-1	-2	1	-2
m-calpain inh	26	3	9	-5	-10	2	-345	-1
BaF3 parental	12	-3	2	2	0	11	2	1
S1P4 ag	-0.3	1.5	0.6	1.2	1.3	-0.3	0.2	-0.8
EP2 modulator	30	15	-35	-25	51	-13	-25	2&-35
S1P4 antag	-23	-8	5	-8	-5	-10	8	-2

[33] CCOC(=O)C1=C(C)OC(N)=C(C#N)C1c1ccc(C)o1 (centres undefined)
[34] CNC(=O)CCSc1ccc(C)cc1
[35] CCS(=O)(=O)CCSc1nc(C)cc(C)n1
[36] CC1CCc2c(sc(NC(=O)Cn3cnc([N+](=O)[O-])n3)c2C(N)=O)C1 (centres undefined)
[37] NNC(=O)/C(=N/Nc1ccccc1)S(=O)(=O)c1ccc(Cl)cc1
[38] Cc1cc(O)c(C(C)C)cc1NC(=O)c1ccccc1Cl
[39] COc1cc(/C=C/C(=O)O)cc(S(=O)(=O)NCc2ccc3c(c2)OCO3)c1OC
[40] COc1cccc(NC(=O)CSc2nc3c(c(=O)n2C)SC(C)C3)c1 (centres undefined)

Compound	33	34	35	36	37	38	39	40
PERK inhibitor	0.2	0.2	0.9	0.5	-0.3	0.4	0.2	-1.3
TRPML3 agonist	0.5	-0.4	-0.5	1.0	1.2	0.2	1.0	0.2
TRPN1 ag	-1.5	0.5	-0.4	0.9	1.3	1.1	1.6	-0.4
Ba/F3 V617F tox	-6	-4	-1	1	-2	0	-1	1
m-calpain inh	13	-21	-4	24	10	3	-10	8
BaF3 parental	1	3	3	3	1	4	6	0
S1P4 ag	-2.9	-2.3	0.4	-0.9	0.5	0.4	-0.6	0.0
EP2 modulator	5&12	25	25	-56	-46	-26	35	-33
S1P4 antag	3	-9	-6	-5	-20	-12	9	-3

[41] O=C(NCCCN1CCOCC1)C1CCC(=O)N1CCc1ccccc1 (centres undefined)
[42] O=C(O)c1ccc(-n2nnnc2Oc2ccccc2C(=O)N2CCOCC2)cc1
[43] CC(=O)C1=C(O)C(=O)N(c2cccnc2)C1c1ccc(Cl)cc1 (centres undefined)
[44] O=C(Nc1cccc2c1C(=O)NC2=O)c1ccc(N2C(=O)CCC2=O)cc1
[45] O=C(Nc1cccc2c1CCCC2)c1ccc(Br)o1
[46] O=C(O)CCN1CCOCC1
[47] COc1ccc2c(CC(=O)NCc3cccs3)coc2c1
[48] Cn1cc(/C=C2\SC(=O)N(c3ccc(O)cc3)C2=O)c2ccccc21

Compound	41	42	43	44	45	46	47	48
PERK inhibitor	0.7	0.5	0.8	1.6	0.2	2.9	-0.2	0.5
TRPML3 agonist	0.2	0.6	1.1	0.9	-0.6	0.7	-0.3	-1.1
TRPN1 ag	0.4	-0.5	-0.2	-0.6	-0.3	1.1	-1.8	-0.8
Ba/F3 V617F tox	-3	3	1	0	-1	-1	-2	0
m-calpain inh	-16	-10	-52	-52	-28	11	-95	-166
BaF3 parental	1	6	4	3	3	2	3	-8
S1P4 ag	0.9	1.1	0.3	0.4	1.3	-0.4	1.3	-0.2
EP2 modulator	8	10	24	16	15	4	1	8
S1P4 antag	-28	-15	-9	2	5	4	-14	9

# Looked up one by one from the list above, 3 records:
[42] O=C(O)c1ccc(-n2nnnc2Oc2ccccc2C(=O)N2CCOCC2)cc1
[47] COc1ccc2c(CC(=O)NCc3cccs3)coc2c1
[41] O=C(NCCCN1CCOCC1)C1CCC(=O)N1CCc1ccccc1 (centres undefined)

Compound	42	47	41
PERK inhibitor	0.5	-0.2	0.7
TRPML3 agonist	0.6	-0.3	0.2
TRPN1 ag	-0.5	-1.8	0.4
Ba/F3 V617F tox	3	-2	-3
m-calpain inh	-10	-95	-16
BaF3 parental	6	3	1
S1P4 ag	1.1	1.3	0.9
EP2 modulator	10	1	8
S1P4 antag	-15	-14	-28

# Following part:
[49] CCOc1cccc2cc(C(=O)N3CCc4ccccc4C3)c(=O)oc12
[50] CCNC(=S)N(CCc1c(C)[nH]c2ccc(Cl)cc12)Cc1ccco1
[51] CCOC(=O)CC(NC(=O)Cn1nnc(-c2ccccc2F)n1)c1ccccc1Cl (centres undefined)
[52] Cc1cc(NC(=O)c2cccs2)no1
[53] CS(=O)(=O)N1CCC(C(=O)Nc2cc(C(F)(F)F)ccc2Cl)CC1
[54] CC1Cc2cc(C(=O)O)ccc2O1 (centres undefined)
[55] CC(C)(CNS(=O)(=O)c1ccc(Cl)cc1)N1CCCCC1

Compound	49	50	51	52	53	54	55
PERK inhibitor	-0.1	0.3	-0.7	1.3	0.1	-0.5	-0.3
TRPML3 agonist	0.9	1.0	-0.2	0.5	-0.1	1.1	0.8
TRPN1 ag	-0.4	-0.6	-4.0	1.1	-0.2	-0.9	0.8
Ba/F3 V617F tox	-3	3	0	0	-1	-3	-2
m-calpain inh	-96	59*	20	-21	11	-33	17
BaF3 parental	4	6	0	-12	4	11	2
S1P4 ag	-1.0	1.3	-0.6	2.2	0.7	0.8	1.4
EP2 modulator	-6	-67	-11	25	-32	20&13	19
S1P4 antag	-15	-16	-15	0	-14	-6	-11

# No enrichment for hits; about 3.6% have a hit in one of these screens.
